Source: PubChem (Johns Hopkins Ion Channel Center)
TMEM16A act – activates or potentiates the mouse TMEM16A chloride channel; Q8BHY3; HEK293 TMEM16A/YFP-H148Q/I152L, iodide quench fluorescence; stronger effect = lower value; B-score at 10 µM; 0.3% of 340,000 active;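 active means fluorescence-ratio B-score plate-corrected deviation score at least 3 library SD below zero, with starting fluorescence score within 5 deviations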;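 further: channel opened by trigger with iodide after compound preincubation; score built on the fluorescence ratio of max minus min over baseline; more negative score means more quench and so TMEM16A activation or potentiation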
Target sequence (Q8BHY3 whole entry, looked up): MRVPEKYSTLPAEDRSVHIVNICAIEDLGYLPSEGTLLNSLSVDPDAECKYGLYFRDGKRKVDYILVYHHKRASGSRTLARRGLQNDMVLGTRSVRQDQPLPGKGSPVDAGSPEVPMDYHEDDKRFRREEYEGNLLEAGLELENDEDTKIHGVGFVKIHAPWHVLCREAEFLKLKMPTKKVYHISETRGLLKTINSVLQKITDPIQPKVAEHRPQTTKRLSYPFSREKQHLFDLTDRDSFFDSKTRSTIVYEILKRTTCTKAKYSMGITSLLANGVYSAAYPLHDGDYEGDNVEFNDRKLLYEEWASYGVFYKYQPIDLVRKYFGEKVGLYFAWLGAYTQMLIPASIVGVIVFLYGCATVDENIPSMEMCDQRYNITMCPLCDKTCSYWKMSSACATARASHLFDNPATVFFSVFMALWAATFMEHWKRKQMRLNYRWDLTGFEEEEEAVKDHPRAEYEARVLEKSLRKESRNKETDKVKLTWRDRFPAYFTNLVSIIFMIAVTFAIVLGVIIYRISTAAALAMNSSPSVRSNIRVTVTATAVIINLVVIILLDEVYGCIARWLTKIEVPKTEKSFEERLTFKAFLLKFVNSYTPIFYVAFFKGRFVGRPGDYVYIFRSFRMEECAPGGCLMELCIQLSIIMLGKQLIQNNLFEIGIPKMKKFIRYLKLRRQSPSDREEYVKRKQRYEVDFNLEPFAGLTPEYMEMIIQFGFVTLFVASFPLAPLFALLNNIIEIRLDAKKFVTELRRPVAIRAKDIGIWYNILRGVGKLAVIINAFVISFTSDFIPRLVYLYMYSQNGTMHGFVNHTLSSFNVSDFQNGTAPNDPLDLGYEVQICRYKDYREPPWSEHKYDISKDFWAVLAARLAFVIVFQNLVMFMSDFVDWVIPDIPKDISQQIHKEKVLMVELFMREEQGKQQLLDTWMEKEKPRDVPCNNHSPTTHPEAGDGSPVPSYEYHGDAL
KCNQ1 pot – potentiators or activators of human KCNQ1 potassium channel. 0.35% of 310,000 active. CHO-K1 KCNQ1, thallium flux FluxOR fluorescence; stronger effect = higher value. B-score at 10 µM;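 active means fluorescence ratio B-score, a plate-corrected score, at least three library SD, with initial intensity B-score within 5 SD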
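Assay system: CHO-K1 cells stably expressing KCNQ1. Medium: assay buffer for compound exposure, DMSO matched across wells. Timing: 37 °C overnight plating, 90-min dark dye load, 20-min compound pretreatment. Signal: kinetic FluxOR fluorescence, 10 s baseline plus 110 s post-stimulus.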
RGS4 inh – human RGS4 inhibition | 0.45% of 310,000 active | HEK293 M3R/RGS4 inducible, Fluo-4 calcium flux; stronger effect = higher value; triggered by carbachol at its EC20 | B-score at 10 µM | AID 463165;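 active means B-score, a plate-corrected calcium signal, over three deviations above library mean, with baseline fluorescence within five deviations of library mean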;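 further: RGS4 expression induced by doxycycline in cells with stable M3 receptor; B-score is computed from the integrated fluorescence ratio over baseline after carbachol; higher B-score means a larger calcium signal and so more RGS4 inhibition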
RGS4 act – RGS4 potentiation or activation; HEK293 M3R/inducible RGS4, carbachol calcium flux Fluo4; stronger effect = lower value; B-score at 10 µM; 0.92% of 310,000 active;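 active means B-score of the integrated calcium signal more than 4 SD below the library mean, with starting fluorescence not abnormally high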;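 further: negative B-score means reduced calcium response which marks RGS4 activation or potentiation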
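Test system: HEK293 cells with stable M3R and inducible RGS4; also added: carbachol at ECmax as muscarinic agonist stimulus; schedule: dye loading 30 min 37 °C, buffer rest 30 min RT; technique: kinetic calcium fluorescence imaging with Fluo4-AM dye, 2 µM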
KCNK3 block – human KCNK3 channel inhibition, primary screen. O14649. CHO-KCNK3 thallium flux, FluxOR fluorescence; stronger effect = lower value. B-score at 10 µM. 0.84% of 340,000 active;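 active means B-score under library mean minus 4 SD, starting fluorescence ratio at most library mean plus 5 SD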;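 further: more negative B-score means stronger inhibition of thallium flux through KCNK3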
KCNQ1 inh – human KCNQ1 channel inhibition. P51787. CHO-K1 KCNQ1, FluxOR thallium flux fluorescence; stronger effect = higher value. B-score at 10 µM. 1.3% of 310,000 active;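 active means compounds whose thallium flux B-score, printed positive for inhibition, exceeds three library SD while starting fluorescence stays within three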;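 further: channel opened by potassium depolarization with thallium stimulus after 20 min compound exposure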
MrgX1 agonist – human MrgX1 receptor agonism, primary screen. Q96LB2. MrgX1-HEK293 cells, Fluo-4 calcium fluorescence, agonist mode; stronger effect = higher value. B-score at 10 µM. 0.44% of 310,000 active;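 active means calcium response B-score plate-corrected fluorescence ratio at least 3 library SD, with starting fluorescence B-score inside 5 SD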
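Material – MrgX1-expressing HEK293 cells · Input – 15,000 cells seeded per well · Dosing – compound as first of three additions · Times – overnight seeding, then 1 h dark dye loading · Measured by – kinetic Fluo-4 NW fluorescence of intracellular calcium · Read-out – B-scored fluorescence response ratio · Benchmarks – positive and negative control wells on each plate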
hERG rescue – compounds protecting human hERG from proarrhythmic drug block; Q12809; CHO-hERG, FluxOR thallium flux, dofetilide IC70 present; AID 1511; activation (rescue from dofetilide block), less the hit threshold, % at 10 µM; 0.51% of 310,000 active;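 active means activation above the mean of controls blocked by dofetilide plus 5 SD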;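 further: thallium influx through hERG after potassium depolarization seen as dye fluorescence rise; in these data hits start at about 4.7%; inactives centre near -7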
MrgX1 PAM – human MrgX1 positive allosteric modulation, primary screen | Q96LB2 | MrgX1-HEK293, Fluo-4 calcium flux, FDSS; stronger effect = higher value | B-score at 10 µM | 0.63% of 310,000 active;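 active means plate-corrected calcium response at least 3 library SD above typical, normal starting fluorescence, not activating the receptor alone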;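 further: compound read alongside a low EC10 to EC30 dose of BAM8-22 agonist; peak minus trough fluorescence over baseline measured at the second addition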
TMEM16A inh – blocks the mouse calcium-activated chloride channel TMEM16A | normalized B-score (activity score, 25-100; higher = stronger inhibition) at 10 µM | 1.2% of 310,000 active | AID 588511 | HEK293 TMEM16A/YFP iodide influx fluorescence, ionomycin | Q8BHY3;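 active means ratio plate-corrected score three or more library SD toward inhibition, starting fluorescence score within five deviations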;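 further: score derived from kinetic fluorescence span divided by baseline fluorescence per well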
KCNK9 block – human KCNK9 channel inhibition; Q9NPC2; 1.2% of 310,000 active; B-score at 10 µM; HEK293 KCNK9, FluxOR thallium flux fluorescence; stronger effect = lower value;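 active means ratio B-score over 3 SD below the library mean, with starting fluorescence within 5 SD of its mean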;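 further: negative B-score means less thallium flux so channel inhibition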
* hit, by the source's call; i = inactive.

SMILES | TMEM16A act | KCNQ1 pot | RGS4 inh | RGS4 act | KCNK3 block | KCNQ1 inh | MrgX1 agonist | hERG rescue | MrgX1 PAM | TMEM16A inh | KCNK9 block
CC(=O)C1=C(C)NC(SCC(N)=O)=C(C#N)C1CC(C)C (centres undefined) | i | i | i | i | i | i | i | 2 | i | i | i
Cc1cc(=O)c2ccccc2n1Cc1ccccc1 | i | i | i | i | i | i | i | -9 | i | i | i
CCCCNC(=O)C1CC(=O)N(C2CCCC2)C1 (centres undefined) | i | i | i | i | i | i | i | -9 | i | i | i
COc1ccc(C(=O)NCCCNC(=O)c2cccnc2)cc1Br | i | i | i | i | i | i | i | -10 | i | i | i
CCc1cc2c(=O)n(-c3ccc(C)cc3)cnc2s1 | i | i | i | i | i | i | i | -3 | i | i | i
O=C(NC(=S)NCc1ccc(F)cc1)c1ccccc1 | i | i | i | i | i | i | i | -14 | i | i | i
COc1cccc(C(=O)N/N=c2/oc3ccccc3cc2C(N)=O)c1 | i | i | i | i | i | i | i | -5 | i | i | i
O=C(CCc1ccccc1)Nc1ccccc1C(F)(F)F | i | i | i | i | i | i | i | -4 | i | i | i
COc1ccc(CN2CCC(=O)N([C@H](CO)c3ccccc3)CC2)cc1OC | i | i | i | i | i | i | i | -6 | i | i | i
CC(Oc1ccc(F)cc1)C(=O)Nc1ccc2ccccc2c1 (centres undefined) | i | i | i | i | i | i | i | -7 | i | i | i
Cc1ccc(NC(=O)CSc2nc3ncc(Br)cc3[nH]2)cc1C | i | i | i | i | i | i | i | -4 | i | i | i
C/C(=N\NC(=O)c1nn(C)cc1Br)c1cccc(NC(=O)c2ccncc2)c1 | i | i | i | i | i | i | i | -8 | i | i | i
Cc1ccccc1NC(=O)Cc1nc(COC(=O)c2ccc(Cl)nc2)cs1 | i | i | i | i | i | i | i | -13 | i | i | i
O=C(CNC(=O)N1CC(=O)Nc2ccccc21)NCc1cccc(Cl)c1 | i | i | i | i | i | i | i | -10 | i | i | i
Cc1cccc(Nc2nc(N)nc(CN3CCC(C)CC3)n2)c1C | i | i | i | i | i | i | i | -6 | i | i | i
COc1cccc(OCc2cc(C(=O)NCCc3cccc(C)n3)no2)c1 | i | i | i | i | i | i | i | -6 | i | i | i
Cc1onc(-c2ccccc2)c1C(=O)NC(C)c1ccc2c(c1)OCO2 (centres undefined) | i | i | i | i | i | i | i | -3 | i | i | i
O=C1CC(N(CCc2ccccc2)C(=S)Nc2ccccc2)C(=O)N1c1ccccc1 (centres undefined) | i | i | i | i | i | i | i | -4 | i | i | i
Cc1ccc([N+](=O)[O-])cc1N=C(c1cccc(Br)c1)N1CCOCC1 | i | i | i | i | -12* | i | i | -9 | i | i | -20*
CC(Sc1nc(-c2ccccc2)cc(C(F)(F)F)n1)C(=O)N1CCCCC1 (centres undefined) | i | i | i | i | i | i | i | -20 | i | i | i
COc1ccc(-c2cc(-c3ccc(F)cc3)nc(N3CCN(C)CC3)n2)cc1 | i | i | i | i | i | i | i | -7 | i | i | i
CN(C(=O)C1CCCC1)C1CCS(=O)(=O)C1 (centres undefined) | i | i | i | i | i | i | i | -9 | i | i | i
COCCNC(=O)CCc1ccc(S(=O)(=O)Nc2ccc(C)cc2)cc1 | i | i | i | i | i | i | i | -8 | i | i | i
COc1ccccc1OCC(O)CN1CCN(C(=O)c2ccccc2)CC1 (centres undefined) | i | i | i | i | i | i | i | -5 | i | i | i
C=C(C)CN(CC)C(=O)CC1C(=O)NCCN1Cc1c(F)cccc1Cl (centres undefined) | i | i | i | i | i | i | i | -3 | i | i | i
SMILES | TMEM16A act | KCNQ1 pot | RGS4 inh | RGS4 act | KCNK3 block | KCNQ1 inh | MrgX1 agonist | hERG rescue | MrgX1 PAM | TMEM16A inh | KCNK9 block
Cc1cccc(C(=O)NCC(=O)N2CC(=O)Nc3ccccc32)c1 | i | i | i | i | i | i | i | -9 | i | i | i
O=C(CSc1nnc(-c2ccc3c(c2)OCO3)n1-c1ccccc1)c1ccccc1 | i | i | i | i | i | i | i | -5 | i | i | i
COc1ccc(NC(=O)N2CCCc3ccccc32)cc1 | i | i | i | i | i | i | i | -20 | i | i | i
CCOC(=O)CNC(=S)N(Cc1ccccc1F)C1CCCCC1 | i | i | i | i | i | i | i | -12 | i | i | i
C=CCN=C1S/C(=C/c2cccc([N+](=O)[O-])c2)C(=O)N1CC=C | i | i | i | i | i | i | i | -8 | i | i | i
O=C(CSc1nccc(=O)[nH]1)NCc1ccc2c(c1)OCO2 | i | i | i | i | i | i | i | -6 | i | i | i
O=C(N/N=C\c1ccc(Cl)s1)c1cccs1 | i | i | i | i | i | i | i | -4 | i | i | i
CC(C)=CCN1CCN(Cc2ccc(Sc3nncn3C)o2)CC1CCO (centres undefined) | i | i | i | i | i | i | i | -6 | i | i | i
CCc1ccc(CN2C(=O)CCC2(C)C(=O)NC2CCCC2)cc1 (centres undefined) | i | i | i | i | i | i | i | -6 | i | i | i
Cc1cc(NC(=O)CC2(CC(=O)O)CCCC2)n(C)n1 | i | i | i | i | i | i | i | 1 | i | i | i
CCN1CCc2c(sc(NC(=O)c3ccc(S(=O)(=O)N4CC(C)OC(C)C4)cc3)c2C(N)=O)C1 (centres undefined) | i | i | i | i | i | i | i | -8 | i | i | i
O=C(O)CCCC(=O)Nc1ccccc1Oc1ccccc1 | i | i | i | i | i | i | i | -8 | i | i | i
Cc1ccccc1CN(C)C(=O)c1ccc2ccccc2n1 | i | i | i | i | i | i | i | -3 | i | i | i
CCCCOC(=O)c1ccc(Nc2ncnc3nc[nH]c23)cc1 | i | i | i | i | i | i | i | -8 | i | i | i
O=C1CCCN2N=C(SCC(=O)Nc3cccc(C(F)(F)F)c3)SC2=N1 | i | i | i | i | i | i | i | -9 | i | i | i
COc1ccc(NC(=S)Nc2ccccc2SC)c(OC)c1 | i | i | i | i | i | i | i | -22 | i | i | i
O=C(CN1CCN(S(=O)(=O)N2CCCCC2)CC1)Nc1ccc(Cl)c(Cl)c1 | i | i | i | i | i | i | i | -5 | i | i | i
Cc1c(Cl)c([N+](=O)[O-])nn1CCCC(=O)N1CCN(c2ccccc2)CC1 | i | i | i | i | i | i | i | -8 | i | i | i
N#CC1(Cc2ccccc2Cl)c2ccccc2C=CN1C(=O)c1ccccc1 (centres undefined) | i | i | i | i | i | 8* | i | -12 | i | 25* | i
O=C(NCc1ccc(Cl)cc1)c1ccc2c(=O)n(CC3CCCO3)c(=S)[nH]c2c1 (centres undefined) | i | i | i | i | i | i | i | -7 | i | i | i
CCc1nc2ccc(C(=O)NCCCN3CCN(c4ccc(F)cc4)CC3)cc2nc1CC | i | i | i | i | i | i | i | -10 | i | i | i
CCOC(=O)N1CCc2c(sc3ncn(Cc4ccc(F)cc4)c(=O)c23)C1 | i | i | i | i | i | i | i | -11 | i | i | i
Cc1ccc(C(C(=O)NC2CCCC2)N(Cc2ccc(F)cc2)C(=O)c2snc(C(N)=O)c2N)o1 (centres undefined) | i | i | i | i | i | i | i | -14 | i | i | i
CCOc1ccc(CCNC(=O)c2ccc(S(=O)(=O)N3CCCC3)cc2)cc1OCC | i | i | i | i | i | i | i | -17 | i | i | i
Cc1nc(C)n(CC(=O)N2CCCC(C(=O)c3ccc(Cl)cc3C)C2)n1 (centres undefined) | i | i | i | i | i | i | i | 0 | i | i | i
SMILES | TMEM16A act | KCNQ1 pot | RGS4 inh | RGS4 act | KCNK3 block | KCNQ1 inh | MrgX1 agonist | hERG rescue | MrgX1 PAM | TMEM16A inh | KCNK9 block
Cc1cc2c3c([nH]c2cc1S(=O)(=O)N1CCC2(CC1)OCCO2)CCCC3=O | i | i | i | i | i | i | i | -2 | i | i | i
Cn1c2c(c(=O)n(C)c1=O)C(NS(=O)(=O)c1ccc(Cl)cc1)(C(F)(F)F)C(=O)N2 (centres undefined) | i | i | i | i | i | i | i | -3 | i | i | i
COc1ccc(S(=O)(=O)CCC(=O)NCc2ccc(C)o2)cc1 | i | i | i | i | i | i | i | -8 | i | i | i
CCOC(=O)c1c(NC(=O)CSc2nnc(CNc3ccc(F)cc3)o2)sc(C(C)=O)c1C | i | i | i | i | i | i | i | -12 | i | i | i
Clc1ccc(C2[C@H]3CN(Cc4cccnc4)[C@H](c4ccccc4)C34CC2(c2cccnc2)C4)cn1 (some centres undefined) | i | i | i | i | i | i | i | -5 | i | i | i
Clc1ccc(-c2nnc3sc(-c4ccc(Br)o4)nn23)c(Cl)c1 | i | i | i | i | i | i | i | 1 | i | i | i
C=CCNC(=O)c1ccc(OC)cc1 | i | i | i | i | i | i | i | -7 | i | i | i
CC(C)Oc1ccc(N2CC(C(=O)Nc3ccccn3)CC2=O)cc1 (centres undefined) | i | i | i | i | i | i | i | -18 | i | i | i
Cn1ncc2cc(NC(=S)NC(=O)c3ccccc3)ccc21 | i | i | i | i | i | i | i | -12 | i | i | i
CCOC(=O)N1CCN(c2c(NCCN3CCN(Cc4ccccc4)CC3)c(=O)c2=O)CC1 | i | i | i | i | i | i | i | -9 | i | i | i
CCOC(=O)CC(C#N)c1cn(C)c2ccccc12 (centres undefined) | i | i | i | i | i | i | i | -7 | i | i | i
CCOC(=O)CN1C(=O)C2Cc3ccccc3CN2C1=S (centres undefined) | i | i | i | i | i | i | i | -1 | i | i | i
CCCNC(=O)N1c2ccccc2Sc2ccccc21 | i | i | i | i | i | i | i | -4 | i | i | i
O=c1oc(-c2ccccc2Cl)nc2ccsc12 | i | i | i | i | i | i | 51* | -8 | i | i | i
CC(=O)N1CCN(S(=O)(=O)c2cccc(C(=O)Nc3nc4ccccc4[nH]3)c2)CC1 | i | i | i | i | i | i | i | -3 | i | i | i
CCCCNC(=O)CCCCn1c(=S)[nH]c2c([nH]c3ccc(OC)cc32)c1=O | i | i | i | i | i | i | i | -4 | i | i | i

Only KCNK3 block and KCNQ1 inh, for two of the compounds above:
Compound | KCNK3 block | KCNQ1 inh
Cc1cc(=O)c2ccccc2n1Cc1ccccc1 | i | i
O=C(NC(=S)NCc1ccc(F)cc1)c1ccccc1 | i | i

Rows were taken by chance; about 6.3% have a hit in one of these screens.
